NCOA2 inhibitor = human SRC2 (NCOA2) inhibition | 370,000 compounds, 0.17% hits | inhibition, % at 9 µM | HEK293 GAL4-SRC2 luciferase reporter, luminescence;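 active = inhibition above the mean inhibition of all tested compounds plus 3 SD, set per campaign, cut at about 52% in these data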;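 also: 0% = DMSO treated cells and 100% = cells given Gossypol at 36 µM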
ABHD5-PLIN5 inh = ABHD5-PLIN5 protein interaction inhibition; inhibition, % at 4 µM; 360,000 compounds, 0.78% hits; Q00G26+Q8WTS1; Split G. princeps luciferase complementation, luminescence, 4 h;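 active = inhibition above the mean inhibition across every tested compound plus 3 SD, cut at about 22% in these data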;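 also: 0% = DMSO only wells and the 100% control is not disclosed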
EBV LMP1 NFkB = inhibitors of Epstein-Barr LMP1-induced NF-kappaB reporter | LMP1-induced NF-kappaB luciferase reporter cells, luminescence | inhibition, % at 12.5 µM | 350,000 compounds, 0.69% hits | AID 504558; in the data active = inhibition above about 41%;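 also: 0% = neutral control wells and 100% = reference inhibitor control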
TLR9-MyD88 inh = blocks human TLR9 binding to MyD88; Q9NR96+Q99836; CHO BLA complementation TLR9-MyD88, CCF4 FRET ratio; inhibition, % at 4.98 µM; 340,000 compounds, 0.21% hits;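 active = inhibition above the mean over all tested compounds plus 3 SD, cut at about 21% in these data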;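 also: 0% = DMSO only wells and 100% = clavulanate BLA inhibitor control wells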
NR5A2 inv ag = inverse agonists of human LRH-1 (NR5A2). O00482. HEK293T StAR-luciferase reporter, LRH-1 transfected, 24 h. inhibition, % at 3.6 µM. 360,000 compounds, 0.13% hits. AID 602396;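 active = inhibition above the mean inhibition of all tested compounds plus 3 SD, cut at about 73% in these data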;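 also: 0% = DMSO wells and 100% = reporter-only cells lacking LRH-1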
NCOA3 inh = human NCOA3 inhibition | Q9Y6Q9 | HEK293 GAL4-SRC3 luciferase reporter, luminescence | inhibition, % at 3.6 µM | 360,000 compounds, 0.17% hits;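 active = inhibition above a per-campaign cutoff, the mean of all compounds plus 3 SD, cut at about 60% in these data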;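 also: 0% = DMSO-treated cells and 100% = gossypol-treated cells at 36 µM; higher means less SRC3-driven luciferase light from the GAL4 reporter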
Target sequence (Q9Y6Q9 whole entry, looked up, the tested form may be a part): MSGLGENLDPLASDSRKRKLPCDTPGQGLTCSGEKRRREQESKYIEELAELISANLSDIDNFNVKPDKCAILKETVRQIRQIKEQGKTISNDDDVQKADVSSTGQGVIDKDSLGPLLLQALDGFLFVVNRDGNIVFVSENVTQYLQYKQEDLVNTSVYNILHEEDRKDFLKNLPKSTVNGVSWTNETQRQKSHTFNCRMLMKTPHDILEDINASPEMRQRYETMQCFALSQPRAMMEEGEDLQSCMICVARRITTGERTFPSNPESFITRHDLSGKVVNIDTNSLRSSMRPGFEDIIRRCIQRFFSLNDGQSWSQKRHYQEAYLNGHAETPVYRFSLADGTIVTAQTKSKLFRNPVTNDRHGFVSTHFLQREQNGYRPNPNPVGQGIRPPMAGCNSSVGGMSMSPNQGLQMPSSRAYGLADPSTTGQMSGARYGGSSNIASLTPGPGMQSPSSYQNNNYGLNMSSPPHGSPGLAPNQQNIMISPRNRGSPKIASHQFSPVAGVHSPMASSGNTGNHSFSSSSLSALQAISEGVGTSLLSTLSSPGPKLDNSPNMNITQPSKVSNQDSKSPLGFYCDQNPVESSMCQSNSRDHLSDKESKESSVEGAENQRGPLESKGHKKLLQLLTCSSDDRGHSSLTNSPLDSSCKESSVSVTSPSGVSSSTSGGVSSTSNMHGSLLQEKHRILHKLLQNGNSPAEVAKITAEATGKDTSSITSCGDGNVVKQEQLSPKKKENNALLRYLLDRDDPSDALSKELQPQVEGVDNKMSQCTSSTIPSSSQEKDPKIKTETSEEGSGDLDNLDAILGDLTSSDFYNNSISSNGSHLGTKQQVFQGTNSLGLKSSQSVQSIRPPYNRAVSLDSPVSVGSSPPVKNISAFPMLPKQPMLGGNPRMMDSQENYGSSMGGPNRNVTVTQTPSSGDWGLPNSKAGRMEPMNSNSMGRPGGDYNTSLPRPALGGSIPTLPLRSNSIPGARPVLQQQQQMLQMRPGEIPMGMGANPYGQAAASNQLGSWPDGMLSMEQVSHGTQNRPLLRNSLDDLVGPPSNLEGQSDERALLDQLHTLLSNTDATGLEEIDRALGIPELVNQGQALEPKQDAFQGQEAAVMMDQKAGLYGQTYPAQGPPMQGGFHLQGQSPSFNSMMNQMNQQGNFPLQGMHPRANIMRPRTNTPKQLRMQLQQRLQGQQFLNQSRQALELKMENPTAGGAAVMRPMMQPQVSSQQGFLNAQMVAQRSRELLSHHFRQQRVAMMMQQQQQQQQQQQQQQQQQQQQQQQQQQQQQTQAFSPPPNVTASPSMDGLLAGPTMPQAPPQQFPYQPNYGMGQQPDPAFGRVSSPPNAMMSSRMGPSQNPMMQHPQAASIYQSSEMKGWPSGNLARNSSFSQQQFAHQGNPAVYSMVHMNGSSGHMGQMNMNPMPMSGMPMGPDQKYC
MC4R ag barr = human MC4R agonism via beta-arrestin | activation, % at 8.9 µM | 360,000 compounds, 0.98% hits | U2OS MC4R beta-arrestin complementation, luminescence; percent of melanotan II response, DMSO zero | P32245;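 active = activation above a per-plate cutoff, the mean activation of sample wells on that plate plus 3 SD, cut at about 8% in these data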
NCOA1 inh = inhibits human SRC1 coactivator. inhibition, % at 3.6 µM. HEK293 GAL4-SRC1 luciferase reporter, luminescence. 360,000 compounds, 0.12% hits;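 active = inhibition above the campaign mean plus 3 SD, with each screening campaign given its own cutoff, cut at about 60% in these data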;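 also: 0% = DMSO treated cells and 100% = gossypol at 36 µM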
MC4R antagonist = antagonists of human melanocortin 4 receptor (MC4R). MC4R-expressing cells, MTII-stimulated cAMP, LANCE TR-FRET. inhibition, % at 6.5 µM. 360,000 compounds, 0.48% hits. AID 540295;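 active = inhibition above its plate's cutoff, the mean of tested wells on that plate plus 3 SD, cut at about 29% in these data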;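 also: 0% = Melanotan II alone and 100% = Melanotan II plus saturating MCL0020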
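Material: U2OS-MC4R stable cell line | Reagent: Melanotan II challenge after compound preincubation | Doses: One concentration, 6.5 µM nominal | Incubation: 30-min compound preincubation, 1-h Melanotan II challenge, 1-h detection, room temperature | Signal: TR-FRET cAMP assay | Replicates: One well per compound, no replicates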
NOD2-RIPK2 inh = blocks binding of human NOD2 to RIPK2; O43353; CHO BLA complementation NOD2-RIPK2, CCF4 ratio; inhibition, % at 4.98 µM; 360,000 compounds, 0.38% hits; in the data active = inhibition above about 21%;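 also: 0% = vehicle only and 100% = reference blocker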
NR2F2 inh = blocks human COUP-TFII nuclear receptor; inhibition, % at 8.6 µM; P24468; 370,000 compounds, 0.7% hits; HEK293T NGFI-A luciferase reporter, luminescence; AID 686940;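 active = inhibition above a per-plate cutoff, mean inhibition of test wells between control levels plus 3 SD, cut at about 38% in these data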;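 also: cells cotransfected with COUP-TFII expression vector driving the NGFI-A reporter; 0% = median of COUP-TF2 test wells and 100% = reporter-only cells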
Starred values were filed as active, the others as inactive; nt = no result given.

SMILES | NCOA2 inhibitor | ABHD5-PLIN5 inh | EBV LMP1 NFkB | TLR9-MyD88 inh | NR5A2 inv ag | NCOA3 inh | MC4R ag barr | NCOA1 inh | MC4R antagonist | NOD2-RIPK2 inh | NR2F2 inh
CN1CCC(=O)N([C@H](CN=[N+]=[N-])Cc2ccccc2)CC1 | 3 | 6 | -1 | -13 | 1 | 9 | 0.2 | 2 | -1 | 2 | 2
COc1ccc(CNC(=O)C2=CC(c3ccc(C)cc3)=NS(=O)(=O)N2C)cc1 | 23 | -4 | -1 | 7 | -2 | -6 | 0.9 | 1 | 7 | -6 | 13
O=c1[nH]c2cc3c(cc2cc1CN(Cc1nnnn1CC1CCCO1)C1CCCCC1)OCO3 (configuration not stated) | -29 | -5 | 6 | 20 | 9 | 16 | -0.7 | -9 | 5 | 22* | -23
COCC(C)n1c(C)cc(C(=O)COC(=O)c2ccc3c(c2)NC(=O)CS3)c1C (configuration not stated) | -15 | -5 | -6 | 4 | 1 | 11 | 1.8 | 4 | 5 | 0 | -5
Cn1nnnc1Sc1ncnc2scc(-c3cccc4c3sc3ccccc34)c12 | 0 | 9 | -18 | -7 | -24 | -10 | -1.9 | -15 | -18 | -6 | -9
O=c1ccn([C@@H]2O[C@H](CNS(=O)(=O)c3csc(-c4ccno4)c3)[C@@H](O)[C@H]2O)c(=O)[nH]1 | -23 | -4 | -6 | -1 | -7 | -7 | -1.2 | 8 | 8 | -9 | -5
O=C1CC(c2cccc(Oc3ccccc3)c2)NC(=O)N1 (configuration not stated) | 2 | -9 | 15 | -2 | 3 | 6 | -1.7 | 1 | 1 | -1 | -3
COc1ccc(/C=C(/NC(=O)c2ccccc2)C(=O)NCCN2CCOCC2)cc1OC | -7 | 0 | 14 | 6 | -3 | -8 | -3.7 | -8 | -1 | 3 | 1
C=CCn1c(COc2ccc(Cl)cc2)nnc1SCC(=O)NCC(=O)OCC | -6 | -9 | -3 | 3 | 5 | -6 | -0.9 | -32 | -1 | 1 | -1
N#Cc1cccc(NC(=O)COC(=O)CCc2ccc(S(=O)(=O)N3CCOCC3)cc2)c1 | 19 | -8 | 1 | 3 | 16 | -47 | -2.3 | 8 | 3 | -2 | -10
CCOC(=O)c1sc(NC(=O)Nc2ccc(Cl)cc2)cc1C | -7 | -13 | 1 | -4 | -45 | 1 | -0.7 | -35 | 3 | -2 | -19
CCCOC(=O)C(C)n1c(-c2ccccc2)nc2ccccc2c1=O (configuration not stated) | -5 | 4 | 3 | 5 | -1 | 2 | 1.0 | 7 | 5 | -13 | -1
COC(=O)C(NC(=O)c1ccc(OC)cc1)(Nc1ncc(S(=O)(=O)c2ccc([N+](=O)[O-])cc2)s1)C(F)(F)F (configuration not stated) | nt | -3 | 1 | -21 | -2 | 13 | -1.5 | -22 | 9 | -9 | nt
CCC(C)C(=O)Nc1nc(C)c(-c2csc(Nc3cc(Cl)ccc3OC)n2)s1 (configuration not stated) | -12 | -7 | 3 | 7 | 39 | 30 | 0.8 | 51 | 0 | -5 | -5
Cn1c(SCC(=O)NCc2ccc(F)cc2)ncc(C(=O)Nc2ccccc2)c1=O | -5 | -9 | 6 | -2 | -14 | -33 | 2.0 | -4 | 1 | 3 | 5
Cc1oc(-c2ccccc2)cc1C(=O)Nc1cccc(C(=O)O)c1 | -19 | 17 | -9 | -8 | -13 | 8 | 1.1 | 2 | -1 | -4 | 6
COc1ccc(CCC2(C)OCC(CCCCO)O2)cc1 (configuration not stated) | 6 | 2 | 6 | 1 | 8 | 2 | -0.8 | 8 | 6 | -1 | 13
O=C(Cc1ccc(NC2=NC3CS(=O)(=O)CC3S2)cc1)NCc1ccccc1 (configuration not stated) | 11 | -1 | -13 | -6 | -4 | 3 | 0.0 | -5 | -2 | -2 | 7
COCCNC(=O)c1ccccc1NC(=O)c1ccccc1N(C)S(C)(=O)=O | 11 | -7 | -4 | 7 | -3 | 4 | 1.5 | 1 | 19 | -9 | 7
COc1cccc(OCC(O)CN2CCc3ccccc3C2)c1 (configuration not stated) | 7 | 8 | 10 | -4 | 11 | 12 | -0.2 | 21 | -4 | 4 | -5
Cc1ccc(S(=O)(=O)NC(=O)Nc2ccc(F)cc2)cc1 | -21 | 10 | 1 | 2 | 0 | 2 | -0.7 | -5 | -7 | -1 | -13
c1ccc(-c2cc3nc(NCc4cccs4)ccn3n2)cc1 | -51 | 6 | nt | nt | -73 | -63 | 0.9 | -87 | 13 | 12 | -85
COc1ccc(C(CC(=O)N2CCCCC2)C(C)C)cc1 (configuration not stated) | 7 | -1 | 0 | 6 | 11 | 8 | -1.0 | -6 | -2 | 11 | 7
CN1CCN(CC#CC(C)(O)C2CC3C=CC2C3)CC1 (configuration not stated) | 0 | -7 | -13 | 2 | -22 | -15 | 0.8 | 5 | -4 | -10 | -9
CC(=O)Nc1ccc(NC(=O)Cn2ccc([N+](=O)[O-])n2)cc1 | -10 | -12 | -3 | -3 | 2 | 11 | -1.1 | -31 | 0 | -6 | -2
Cc1[nH]c(=S)n(CC2CCCO2)c1C (configuration not stated) | -8 | -1 | 0 | -11 | -1 | -6 | 0.0 | -2 | 5 | -3 | 8
CCc1cc2c(=O)c(-c3ccc4c(c3)OCO4)coc2c(CN(C)C)c1O | -12 | -10 | 0 | -9 | -30 | -10 | 1.2 | -20 | 16 | -16 | 13
O=C1CCCc2c1nc(-c1ccco1)n2O | -6 | -1 | -2 | 5 | -9 | -4 | -0.8 | -7 | 7 | 3 | -5
O=c1c2ccccc2c(=O)n2n1Cc1ccccc1C2 | -24 | 2 | -6 | -14 | -39 | -14 | -0.5 | -12 | 1 | 7 | -17
O=c1/c(=C\c2ccc(O)cc2)sc2nc(-c3ccccc3)c(-c3ccccc3)n12 | -1 | -5 | -5 | 1 | 9 | 9 | -2.4 | -30 | 3 | -5 | 11
COc1ccc(C(=O)OCC2CC(c3ccccc3)=NO2)cc1OC (configuration not stated) | -2 | 3 | -23 | -12 | 0 | 1 | -3.1 | -11 | 0 | 1 | -1
Cn1c(CNC(=O)CNS(=O)(=O)c2ccc(F)cc2F)cc(=O)n(C)c1=O | -19 | 6 | 3 | 10 | 16 | -1 | -0.6 | -8 | -6 | -8 | 2
COc1ccc(C(=O)CC(=O)C(=O)Nc2cc(OC)ccc2OC)cc1 | 18 | -12 | 3 | 3 | 4 | -25 | -3.1 | -3 | 7 | -1 | -7
Cc1[nH]c2ccccc2c1/C=N/Nc1ccccc1[N+](=O)[O-] | -21 | 3 | -15 | -8 | -45 | -1 | -2.3 | -8 | -2 | -4 | 5
O=C(Cc1ccc(NC2=NC3CS(=O)(=O)CC3S2)cc1)NCc1ccccc1Cl (configuration not stated) | -21 | -2 | 3 | -9 | -15 | -10 | -0.2 | -23 | 9 | 5 | -16
CC(C)C(NC(=O)c1ccc(C(C)(C)C)cc1)C(=O)NC1=NCCS1 (configuration not stated) | -2 | -4 | 1 | 0 | 5 | -1 | -1.4 | 1 | 2 | 12 | 8
CCOC(=O)N1CCc2c(sc3ncn(Cc4ccc(F)cc4)c(=O)c23)C1 | -20 | 4 | -11 | 1 | 28 | 14 | 1.4 | -9 | -8 | 0 | -1
CN(NC(=O)c1ccccc1F)c1ncccc1[N+](=O)[O-] | 1 | -2 | -1 | -4 | 16 | 22 | -4.3 | 2 | 12 | 2 | -8
CC(=O)c1ccc(NC(=O)COC(=O)C2C3CC4OC(=O)C2C4C3)cc1 (configuration not stated) | -12 | 1 | -9 | -7 | 8 | -2 | -0.3 | 6 | -4 | -7 | 8
CCCCCCCC1c2c(c(C)c(C)oc2=O)Oc2c(C)c(C)oc(=O)c21 | -22 | -6 | -2 | 1 | -7 | -1 | -1.7 | -3 | 9 | 7 | 4

An excerpt from above in order of their number in NCOA2 inhibitor, largest number first.
| SMILES | NCOA2 inhibitor | ABHD5-PLIN5 inh | EBV LMP1 NFkB | TLR9-MyD88 inh | NR5A2 inv ag | NCOA3 inh | MC4R ag barr | NCOA1 inh | MC4R antagonist | NOD2-RIPK2 inh | NR2F2 inh |
| --- | --- | --- | --- | --- | --- | --- | --- | --- | --- | --- | --- |
| COc1ccc(C(=O)CC(=O)C(=O)Nc2cc(OC)ccc2OC)cc1 | 18 | -12 | 3 | 3 | 4 | -25 | -3.1 | -3 | 7 | -1 | -7 |
| CC(=O)c1ccc(NC(=O)COC(=O)C2C3CC4OC(=O)C2C4C3)cc1 (configuration not stated) | -12 | 1 | -9 | -7 | 8 | -2 | -0.3 | 6 | -4 | -7 | 8 |
| CCCCCCCC1c2c(c(C)c(C)oc2=O)Oc2c(C)c(C)oc(=O)c21 | -22 | -6 | -2 | 1 | -7 | -1 | -1.7 | -3 | 9 | 7 | 4 |

(more compounds)
SMILES | NCOA2 inhibitor | ABHD5-PLIN5 inh | EBV LMP1 NFkB | TLR9-MyD88 inh | NR5A2 inv ag | NCOA3 inh | MC4R ag barr | NCOA1 inh | MC4R antagonist | NOD2-RIPK2 inh | NR2F2 inh
O=C(CCCOc1ccccc1)NCCc1ccccc1 | 0 | 3 | -3 | nt | -12 | -22 | -1.2 | -28 | -1 | -12 | 1
Cc1ccc([N+](=O)[O-])cc1N1C(=O)CS/C1=N\NC(=O)c1cccnc1 | 24 | 0 | -1 | 1 | -3 | 16 | -1.5 | -5 | 8 | -5 | 13
CCN1CCN(C(c2cccs2)C(C)NC(=O)c2ccccc2F)CC1 (configuration not stated) | -23 | 4 | -5 | 6 | -12 | 1 | 5.1 | -1 | 3 | -8 | 0
COc1ccc(N2C(=O)/C(=C/c3cccnc3)NC2=S)cc1 | 12 | 2 | -3 | -3 | 22 | 15 | -1.1 | -10 | -1 | -9 | 3
O=C(OCC(=O)N1CCCC1=O)c1ccc(Cl)cc1[N+](=O)[O-] | -4 | -3 | -3 | 6 | -3 | 13 | -0.9 | -2 | 6 | 1 | -4
OCCCNC(c1ccccc1)c1ccc(O)cc1 (configuration not stated) | 1 | 0 | 0 | -7 | -22 | 9 | -0.5 | -1 | 13 | -2 | -3
Cc1ccc(CNc2ccc(N3CCOCC3)c(Cl)c2)cc1 | -11 | -7 | -4 | -15 | -24 | -12 | -0.3 | -9 | 3 | -6 | -29
CCCC(c1nnnn1Cc1ccc(OC)cc1)N1CCC(C(N)=O)CC1 (configuration not stated) | -5 | 0 | -1 | -2 | -4 | 15 | -0.8 | 4 | -6 | -13 | 13
O=C(Nc1cccc(Oc2ccc3c(c2)C(=O)NC3=O)c1)c1ccco1 | 8 | -4 | -2 | 0 | 16 | 3 | 0.7 | 9 | 17 | -34 | 3
Cc1ccc(NC(=O)c2cc(-c3ccco3)on2)cc1 | -29 | 3 | -28 | 7 | 8 | 5 | 4.8 | -8 | -2 | 4 | -6
CCCn1nc(NC(=O)c2cccs2)c2cc3cccc(C)c3nc21 | 2 | -3 | nt | nt | 5 | -1 | 0.0 | 7 | 10 | 0 | 6
O=C(c1cnn(-c2ccccc2)c1-n1cccc1)N1CCN(C2CCCCC2)CC1 | 8 | 2 | 5 | -12 | 7 | 20 | -0.8 | 5 | 12 | -10 | -12

Compound activity deposited in PubChem BioAssay by several laboratories.

The list is partial. The share of hits here may be higher or lower than overall.
